# Source: PubChem
# RGS12 GoLoco inh: blocks human Gai1 binding to RGS12 GoLoco peptide, red readout; actives 0.44% (n = 230,000); P63096; Potency, µM (titrated, usually from 61.6 µM), inactives show at the top dose activity, negative = inhibition, most hits filed as inhibitors; Gai1:RGS12 GoLoco peptide FP, rhodamine, 10 min; active = well fitted inhibition curve with a large enough effect, not every such curve was filed as active; inactive = no such curve, though single readings can be large or run the other way; also: nearly all actives have a fitted effect of over 30% in size; many of its hits are not listed in these tables
# Target sequence (P63096 whole entry, looked up): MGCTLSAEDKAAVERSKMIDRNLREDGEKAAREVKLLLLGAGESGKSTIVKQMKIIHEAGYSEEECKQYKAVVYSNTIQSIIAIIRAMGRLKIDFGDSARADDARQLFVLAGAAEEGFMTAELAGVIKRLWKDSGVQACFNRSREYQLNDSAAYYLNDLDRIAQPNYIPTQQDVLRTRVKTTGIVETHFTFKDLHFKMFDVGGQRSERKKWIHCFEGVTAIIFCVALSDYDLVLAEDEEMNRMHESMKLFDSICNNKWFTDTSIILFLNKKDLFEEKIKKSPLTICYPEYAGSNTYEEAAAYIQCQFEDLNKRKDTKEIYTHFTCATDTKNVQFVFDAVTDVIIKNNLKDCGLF
# GAA inhib: alpha-glucosidase (human) inhibition; Potency, µM (doses to about 76.9 µM), without a hit: at the highest dose activity change, negative = inhibition, usual class: inhibitors; AID 1466; actives 0.005% (n = 200,000); purified human GAA, 4-MU-alpha-glucoside fluorescence; P10253;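 also: plate controls were uninhibited enzyme wells for no effect and no-enzyme background for full effect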
#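 Endpoint fluorogenic read: 20 min room-temperature reaction of 4 nM human alpha-glucosidase with 400 uM 4-methylumbelliferyl-alpha-D-pyranoside, pH 5.0, quenched with 1M NaOH/1M glycine pH 10. AC50 from Hill modeling.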
# L3MBTL1 inh: L3MBTL1 (human) inhibition; Q9Y468; AlphaScreen L3MBTL1–H3K9me1 peptide binding; Potency, µM (highest dose often 57.1 µM), for the others: at the highest dose activity, negative = inhibition, most hits filed as inhibitors; actives 0.66% (n = 230,000); also: nearly all actives have a fitted effect of over 60% in size
#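 L3MBTL1 50 nM + b-AHA-H3(1-15)K9me1 75 nM, 30 min RT; compound added, 30 min RT; streptavidin donor/Ni-chelate acceptor beads 10 ug/mL each final, 30 min RT dark; AlphaScreen read.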
# GAA glycogen mod: GAA glycogen-cleavage inhibition or activation. actives 0.38% (n = 300,000). recombinant GAA, glycogen substrate, Amplex Red glucose oxidase fluorescence. Potency, µM (top dose mostly 76.4 µM), for inactives: at the highest dose activity change, negative = inhibition, usual class: inhibitors. P10253. AID 2100;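 also: 0% = full enzyme reaction and -100% = no-enzyme basal signal; the screen sought inhibitors and activators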
#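 Recombinant human alpha-glucosidase (4 nM final) hydrolysed bovine liver glycogen (30 ug) for 40 min at 37 C in pH 5.0 citrate/phosphate with 0.01% Tween-20. Released glucose detected by glucose oxidase/Amplex Red, Ex 573/Em 610 nm. Compounds up to 77 uM; AC50 from Hill fits.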
# RECQ1 inh: blocks DNA unwinding by human RECQ1. RECQ1 DNA unwinding, red fluorescence kinetic read. Potency, µM (titrated, usually from 57.3 µM), inactives show at the highest dose activity, negative = inhibition, actives largely listed as inhibitors. actives 0.54% (n = 240,000). AID 2549;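 also: plate controls were vehicle for no effect and no enzyme for full effect; nearly all actives have a fitted effect of over 30% in size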
# Target sequence (P46063 whole entry, looked up): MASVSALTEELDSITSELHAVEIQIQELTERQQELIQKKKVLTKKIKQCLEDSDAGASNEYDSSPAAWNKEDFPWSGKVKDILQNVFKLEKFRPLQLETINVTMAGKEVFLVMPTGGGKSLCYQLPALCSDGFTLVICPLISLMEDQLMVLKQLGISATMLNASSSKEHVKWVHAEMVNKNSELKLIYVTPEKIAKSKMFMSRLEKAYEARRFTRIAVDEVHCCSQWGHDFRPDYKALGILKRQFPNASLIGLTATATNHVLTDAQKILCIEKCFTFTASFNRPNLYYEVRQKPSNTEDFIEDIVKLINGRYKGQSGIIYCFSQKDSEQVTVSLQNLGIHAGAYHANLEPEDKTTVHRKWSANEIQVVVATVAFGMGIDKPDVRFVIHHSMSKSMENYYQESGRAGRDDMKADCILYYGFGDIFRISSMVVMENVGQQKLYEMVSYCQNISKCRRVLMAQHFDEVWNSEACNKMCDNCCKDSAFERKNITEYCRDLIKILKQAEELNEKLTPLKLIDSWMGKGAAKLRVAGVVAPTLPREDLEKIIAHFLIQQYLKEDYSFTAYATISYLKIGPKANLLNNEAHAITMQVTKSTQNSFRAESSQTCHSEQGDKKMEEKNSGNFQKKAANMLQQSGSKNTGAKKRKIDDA
#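 50 nM RECQ1T1 preincubated 15 min with compound in Tris pH 8.0 buffer with MgCl2, DTT, Tween-20 and 2.5 ug/ml poly(dI-dC); started with 200 nM TAMRA/BHQ-2 forked duplex and 2 mM ATP. Unwinding read as fluorescence (525/598 nm), two reads 2 h apart.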
# TR SRC2 fluor cs: Texas Red fluorescence interference in TRb-SRC2 counter-screen | actives 0.29% (n = 280,000) | TRb/SRC2 Texas Red total fluorescence interference | Potency, µM (series often up to 106 µM), for inactives: top-dose fluorescence change, negative = quenching | AID 1479; active = well fitted curve in either direction with a large enough effect; inconclusive = small, poorly fitted or top-dose-only effect
#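 Human TRβ ligand-binding domain (0.6 uM) and Texas Red SRC2 peptide (20 nM) in Tris buffer with 1 uM T3 and 5% DMSO were incubated with pinned compound for 5 hr at ambient temperature. Total fluorescence was computed as S + 2P (555/632 nm).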
# GAA spleen mod: inhibitors or activators of human alpha-glucosidase in spleen homogenate; P10253; human spleen homogenate, 4-MU-alpha-glucoside fluorescence; Potency, µM (series often up to 79.9 µM), for inactives: top-dose activity change, negative = inhibition, actives largely listed as inhibitors; actives 0.006% (n = 240,000);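 also: 0% = enzyme with vehicle and -100% = no enzyme basal signal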
#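 AC50 values come from Hill-equation fits of concentration-response data, normalized to no-enzyme and full-activity controls. Enzyme source: 1 ug human spleen homogenate; 1 mM fluorogenic 4-MU glucoside, pH 5.0 citrate buffer, 37 C, 40 min.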
# TRb-SRC2 inh: disrupts binding of human TR beta to SRC2. Potency, µM (doses to about 106 µM), for inactives: top-dose activity change, negative = inhibition, hits mostly inhibitors. P10828. TRbeta-SRC2 peptide binding, fluorescence polarization; receptor liganded with 1 µM T3. actives 0.065% (n = 280,000);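 also: plate controls were bound peptide for no effect and peptide without receptor for full effect; nearly all actives have a fitted effect of over 50% in size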
#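 Each compound concentration gave % activity, normalized to unbound and bound Texas Red SRC2 controls, from polarization read after 5 hr ambient incubation with T3-loaded human TRb LBD.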
# * marks the source's active call; other numbers are inactive results; i = inactive; u = inconclusive; x = no result given; [ ] = remark or other dose. Unless noted, calls follow the shape of the dose curve; as a rule, active = well fitted curve in the direction sought with a large enough effect; inconclusive = small, poorly fitted or top-dose-only effect, or another doubt; inactive = no such curve, though single readings can be large; an effect the other way counts as inactive or inconclusive. Unless noted, % is scaled to controls: 0 for no effect and ±100 for the full control effect; potency is read from the fitted curve at half-maximal effect. This is a subset. The share of hits here may be higher or lower than overall.
SMILES,RGS12 GoLoco inh,GAA inhib,L3MBTL1 inh,GAA glycogen mod,RECQ1 inh,TR SRC2 fluor cs,GAA spleen mod,TRb-SRC2 inh
O=C(CN1C(=O)C(=O)c2ccccc21)NCCc1ccccc1,9%,-1%,x,-2%,-22%,-3%,-6%,3%
Cc1cc(C)n2nc(C(=O)Nc3cccc(S(=O)(=O)N4CCCC4)c3)nc2n1,3%,x,x,-4%,i,-3%,4%,-3%
CC(C)CCc1noc(CN2CCN(CC(=O)NC(C)C)CC2)n1,-8%,x,7%,-10%,i,3%,1%,-2%
C/C(=C\C(=O)c1c(O)cc(C)oc1=O)N(C)C,16%,-3%,u,-5%,-11%,-1%,-9%,5%
Cc1ccccc1Cn1cnc2ccccc21,2%,11%,3%,11%,1%,0%,2%,4%
CCOC(=O)N1CCN(CCC(=O)Nc2cc(OC)ccc2OC)CC1,15%,9%,-1%,12%,i,2%,0%,-2%
CC1=C[C@H]2OC(=O)[C@@H](C)[C@H]2C[C@@H]2[C@H]1C[C@@H](O)[C@@]2(C)O,-1%,x,x,-6%,u,1%,-6%,-7%
O=C(C1CCN(S(=O)(=O)c2ccc(Br)s2)CC1)N1CCc2ccccc21,5%,-6%,5%,-7%,-16%,0%,-13%,0%
O=C(CC12CC3CC(CC(C3)C1)C2)NC(Cc1ccccc1)C(=O)O (stereo not drawn),0%,-1%,-1%,0%,i,1%,7%,-8%
CCCCCCn1c(N2CCC(C)CC2)nc2c1c(=O)[nH]c(=O)n2C,4%,-2%,0%,-7%,-4%,-1%,3%,6%
CN(C(=O)CC1C(=O)NCCN1CC1CCCCC1)C1CCOCC1 (stereo not drawn),0%,x,-2%,6%,17%,2%,7%,0%
Cc1ccc(-c2noc(CCCOc3ccc(Cl)cc3Cl)n2)cc1,-3%,-1%,x,1%,-5%,0%,-6%,11%
O=C(c1ccc(Cl)cc1)N(c1ccccn1)C1CCCCC1,-7%,-4%,7%[11.4 µM],3%,i,-3%,1%,0%
COc1ccc(N2C(=O)CC(Sc3nc4ccccc4s3)C2=O)cc1OC (stereo not drawn),0%,1%,-9%,-16%,1%,0%,-23%,2%
COC(=O)C1=C(C)NC2=C(C(=O)CC(C)(C)C2)C1c1ccccn1 (stereo not drawn),-3%,u,10%[11.4 µM],-2%,3%,-3%,-3%,3%
CC1=NN(C(=O)Cn2nc([N+](=O)[O-])cc2C)C(O)(C(F)(F)F)C1 (stereo not drawn),7%,2%,2%,1%,-4%,0%,-3%,-5%
COc1ccccc1N1CCN(C(=O)Cn2nnc(-c3cccs3)n2)CC1,-1%,-7%,2%,-1%,0%,-5%,-2%,6%
CCCCCCCCCC(=O)Nn1cnc2ccccc2c1=O,-1%,10%,6%,5%,-8%,0%,-3%,-2%
COCCNC(=O)CSc1ccccc1C(=O)NCC1CCCCC1,-2%,0%,1%,-11%,-3%,0%,-5%,2%
Cc1cc(C)n(-c2nc3ccccc3c(=O)n2OCC(=O)Nc2c(C)cccc2C)n1,-2%,-11%,x,0%,-5%,-2%,3%,-4%
COc1ccc(C(=O)Nc2cccc(N(C)S(C)(=O)=O)c2)cc1OC,10%,-1%,21%[11.4 µM],-6%,i,1%,-5%,-1%
COc1ccc(/C=C/c2nnc(NC(=O)C(C)C)s2)cc1,5%,x,2%,1%,-3%,-3%,-10%,-8%
Cc1c(Cl)cccc1N1C(=O)CC(N(O)c2ccccc2)C1=O (stereo not drawn),6%,-11%,x,20µM*,-2%,-5%,-4%,0%
O=C(c1ccco1)N1N=C(c2ccc(Cl)cc2)CC1(O)C(F)(F)F (stereo not drawn),-9%,5%,-23%,3%,4%,-2%,1%,11%
CCOC(=O)C1CCN(C(=O)c2cccs2)CC1,-1%,5%,-4%,5%,i,-2%[53 µM],-2%,8%[53 µM]
Cn1c(SCC(=O)N2CCOCC2)nc2cccnc21,x,2%,-3%,-7%,-4%,1%,-4%,3%
CCOC(=O)Cc1nnc(Nc2cccc(O)c2)c2ccccc12,-2%,-4%,x,-15%,-12%,0%,5%,-2%
CCOC(=O)N1CCN(C(=O)CS(=O)(=O)c2cn(Cc3ccc(Cl)cc3)c3ccccc23)CC1,4%,-14%,7%,2%,i,-1%,-6%,-11%
CN(C1CCCCC1)S(=O)(=O)c1ccc(S(=O)(=O)N2CCN(C(=O)c3ccccc3F)CC2)cc1,9%,u,x,-3%,-3%,-6%,-4%,-6%
CCCC(c1nnnn1CCc1ccccc1)N1CCC(C(N)=O)CC1 (stereo not drawn),-6%,-3%,0%,5%,0%,-2%,4%,2%
O=C(COC(=O)c1cn(-c2ccccc2)nc1-c1ccc(F)cc1)Nc1ncc(Cl)cc1Cl,28%,3%,-13%,6%,-5%,2%,-4%,-7%
COc1ccc(OCc2nnc(SCC(N)=O)n2N)cc1,6%,1%,x,-6%,i,0%,3%,0%
Cc1ccc(NC(=O)C(=O)NCCc2c[nH]c3ccccc23)cc1C,4%,8%,-4%,5%,i,0%,1%,-1%
O=[N+]([O-])c1ccc(Oc2ccc(C(F)(F)F)cn2)cc1,12%,12%,-5%,-5%,i,-3%,7%,19%
Nc1ccc(-c2cnc(-c3ccc(N)cc3)nc2)cc1,-1%,2%,-5%,0%,-1%,-13%,-6%,13%
COc1ccc(Cc2n[nH]c(=S)n2-c2ccc3c(c2)OCCO3)cc1,5%,13%,4%,-11%,-4%,2%,-2%,-9%
COC(=O)CN1C(=O)CC(C)(C)Sc2ccccc21,6%,7%,1%,-6%,-18%,1%,-5%,2%
CSc1ccc(/C=C/C(=O)NC(=O)c2ccccc2O)cc1,10%,4%,u,-11%,i,-20%,-14%,25%
Cc1ccc2c(c1)C(c1ccc(F)cc1)N(C(=O)c1cc3ccccc3oc1=O)CC(=O)N2 (stereo not drawn),8%,6%,-6%,-2%,-2%,-2%,-4%,6%
Cc1nc2oc3c(NCc4ccccc4)ncnc3c2c2c1COC(C)(C)C2,1%,-9%,x,2%,22%,0%,2%,-20%
COC(=O)c1cc2c(ccn2-c2ccc(F)cc2)n1Cc1ccc(OC)cc1,2%,6%,-7%,3%,4%,-2%,-9%,2%
Cc1ccc2ncnc(NCCC(=O)O)c2c1,8%,-13%,40%[activator],4%,6%,1%,-1%,4%
O=S(=O)(Oc1ccccc1/C=N/n1cnnc1)c1ccccc1,12%,4%,13%,9%,13%,-2%,2%,-7%
Cc1ccc(-c2nc(NC(=O)CSc3nnnn3-c3ccccc3)ns2)cc1,13%,-3%,12%,10%,i,-3%,2%,2%
CC(C(=O)NCCc1ccc(F)cc1)N1CCN(Cc2ccccc2)CC1 (stereo not drawn),2%,3%,x,3%,-16%,2%,-3%,-2%
C/C(=C\C(=O)OCC(=O)NCc1ccccc1)C(=O)OCC(=O)NCc1ccccc1,-3%,5%,44%,6%,0%,-2%,-5%,-3%
O=C(COC(=O)c1ccc(O)cc1)Nc1ccc(OC(F)F)cc1,10%,1%,5%,-3%,i,-2%,-2%,4%
Cc1ccccc1N1C(=O)c2cc(S(N)(=O)=O)c(Cl)cc2N[C@H]1C,9%[21.6 µM],x,x,x,-2%[25.9 µM],-4%[53 µM],3%[29.1 µM],-1%[53 µM]
COc1cc(NC(=S)N2CCN(c3ccccn3)CC2)c(OC)cc1Cl,-8%,-1%,-1%,2%,-4%,1%,-1%,9%
CCOC(=O)c1c(N)c(C#N)cn1-c1ccccc1,0%,3%,1%,-10%,-3%,0%,-6%,3%
Cc1nc2ncnn2c(Nc2ccc3c(c2)OCO3)c1Cc1ccccc1,-12%,-6%,43%[activator],u,-2%,3%,4%,-15%

# Given with bars between the fields: 13 of the compounds above.
Structure | RGS12 GoLoco inh | GAA inhib | L3MBTL1 inh | GAA glycogen mod | RECQ1 inh | TR SRC2 fluor cs | GAA spleen mod | TRb-SRC2 inh
Cc1ccc2c(c1)C(c1ccc(F)cc1)N(C(=O)c1cc3ccccc3oc1=O)CC(=O)N2 (stereo not drawn) | 8% | 6% | -6% | -2% | -2% | -2% | -4% | 6%
Cc1nc2oc3c(NCc4ccccc4)ncnc3c2c2c1COC(C)(C)C2 | 1% | -9% | x | 2% | 22% | 0% | 2% | -20%
COC(=O)c1cc2c(ccn2-c2ccc(F)cc2)n1Cc1ccc(OC)cc1 | 2% | 6% | -7% | 3% | 4% | -2% | -9% | 2%
Cc1ccc2ncnc(NCCC(=O)O)c2c1 | 8% | -13% | 40%[activator] | 4% | 6% | 1% | -1% | 4%
O=S(=O)(Oc1ccccc1/C=N/n1cnnc1)c1ccccc1 | 12% | 4% | 13% | 9% | 13% | -2% | 2% | -7%
Cc1ccc(-c2nc(NC(=O)CSc3nnnn3-c3ccccc3)ns2)cc1 | 13% | -3% | 12% | 10% | i | -3% | 2% | 2%
CC(C(=O)NCCc1ccc(F)cc1)N1CCN(Cc2ccccc2)CC1 (stereo not drawn) | 2% | 3% | x | 3% | -16% | 2% | -3% | -2%
C/C(=C\C(=O)OCC(=O)NCc1ccccc1)C(=O)OCC(=O)NCc1ccccc1 | -3% | 5% | 44% | 6% | 0% | -2% | -5% | -3%
O=C(COC(=O)c1ccc(O)cc1)Nc1ccc(OC(F)F)cc1 | 10% | 1% | 5% | -3% | i | -2% | -2% | 4%
Cc1ccccc1N1C(=O)c2cc(S(N)(=O)=O)c(Cl)cc2N[C@H]1C | 9%[21.6 µM] | x | x | x | -2%[25.9 µM] | -4%[53 µM] | 3%[29.1 µM] | -1%[53 µM]
COc1cc(NC(=S)N2CCN(c3ccccn3)CC2)c(OC)cc1Cl | -8% | -1% | -1% | 2% | -4% | 1% | -1% | 9%
CCOC(=O)c1c(N)c(C#N)cn1-c1ccccc1 | 0% | 3% | 1% | -10% | -3% | 0% | -6% | 3%
Cc1nc2ncnn2c(Nc2ccc3c(c2)OCO3)c1Cc1ccccc1 | -12% | -6% | 43%[activator] | u | -2% | 3% | 4% | -15%
